# Source: PubChem
# PLCb3 inh – PLC-beta3 (human) inhibition, primary screen | Purified PLC-beta3, fluorogenic substrate, fluorescence | inhibition, % at 12.2 µM | 0.18% of 370,000 active | AID 720704; in the data active = inhibition above about 11%;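 note: 0% = median of compound wells on plate and 100% = full blocker control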
# DAX1 inh-1 – NR0B1 (DAX1) inhibition; HEK293 Gal4-DAX1 luciferase reporter, luminescence; inhibition, % at 6.75 µM; 0.99% of 340,000 active; AID 504766;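 active = inhibition above the mean over all tested compounds plus 3 SD, cut at about 4.2% in these data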;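 note: 0% = DAX1-transfected cells with DMSO and 100% = empty-vector control cells with DMSO; inhibition shows as a rise in luminescence from relieved DAX1 repression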
# hcDAF-12 act – activates DAF-12 receptor from parasite H. contortus; activation, % at 6.8 µM; 1.4% of 370,000 active; HEK293 hcDAF-12 lit1-tk-luc reporter, luminescence; 0% DMSO, 100% Δ7-dafachronic acid;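 active = activation above the mean of all tested compounds plus 3 SD, cut at about 5.5% in these data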;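 note: 100% = response to 3 µM Δ7-dafachronic acid high control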
# hgDAF12 agonist – hgDAF-12 agonism, primary luciferase screen; HEK293 GAL4-hgDAF12 UAS-luciferase reporter, agonist luminescence; normalized to butyrate control; activation, % at 6.8 µM; 1.8% of 370,000 active;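 active = activation above a cutoff set at the mean of all screened compounds plus 3 SD, cut at about 10% in these data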;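 note: 0% = DMSO wells and 100% = sodium butyrate wells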
# ssDAF-12 act – activators of S. stercoralis DAF-12 nuclear receptor. HEK293 ssDAF-12/GRIP1 lit1-tk-luc reporter, luminescence; % of 3 µM dafachronic acid response. activation, % at 6.8 µM. 1% of 370,000 active. AID 652126;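 active = activation above the mean over all tested compounds plus 3 SD, cut at about 0.9% in these data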;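 note: 0% = DMSO-only wells and 100% = 3 µM delta7-dafachronic acid wells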
# NR1D1 modulator – modulators of human Rev-erb alpha DNA binding | P20393 | Rev-erbα–FITC-DNA binding, fluorescence polarization, 90 min | activity, % at 10 µM | 0.79% of 370,000 active | AID 1259318;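 active = activity above about 14%, limit read from the data; passing the limit was not always enough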;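 note: 0% = DMSO wells with 35 nM protein and 100% = DMSO wells with 750 nM protein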
# MBD2 inh – inhibitors of human MBD2 binding to methylated oligonucleotide; Q9UBB5; TR-FRET; inhibition, % at 4.4 µM; 0.31% of 370,000 active; AID 686964; in the data active = inhibition above about 13%
# Target sequence (Q9UBB5 whole entry, looked up): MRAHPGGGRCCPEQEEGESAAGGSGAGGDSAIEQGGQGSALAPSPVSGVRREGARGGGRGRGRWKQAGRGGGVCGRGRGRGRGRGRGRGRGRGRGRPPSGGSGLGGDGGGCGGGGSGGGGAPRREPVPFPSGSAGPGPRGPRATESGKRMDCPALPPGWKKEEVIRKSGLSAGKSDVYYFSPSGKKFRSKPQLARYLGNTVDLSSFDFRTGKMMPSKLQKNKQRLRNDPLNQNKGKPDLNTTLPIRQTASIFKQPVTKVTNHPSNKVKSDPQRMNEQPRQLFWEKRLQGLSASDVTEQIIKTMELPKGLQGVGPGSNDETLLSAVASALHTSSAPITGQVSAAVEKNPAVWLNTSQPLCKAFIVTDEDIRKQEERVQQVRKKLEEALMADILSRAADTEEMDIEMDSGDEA
# ADAM17 inh – inhibitors of human ADAM17. P78536. recombinant ADAM17, EDANS/DABCYL FRET peptide cleavage. inhibition, % at 6.95 µM. 0.83% of 370,000 active. AID 720648;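 active = inhibition above the mean of compounds lying between control limits plus 3 SD, set per campaign, cut at about 8.5% in these data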;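 note: 0% = DMSO-only wells as the low control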
# Target sequence (P78536 215-824 limits assumed): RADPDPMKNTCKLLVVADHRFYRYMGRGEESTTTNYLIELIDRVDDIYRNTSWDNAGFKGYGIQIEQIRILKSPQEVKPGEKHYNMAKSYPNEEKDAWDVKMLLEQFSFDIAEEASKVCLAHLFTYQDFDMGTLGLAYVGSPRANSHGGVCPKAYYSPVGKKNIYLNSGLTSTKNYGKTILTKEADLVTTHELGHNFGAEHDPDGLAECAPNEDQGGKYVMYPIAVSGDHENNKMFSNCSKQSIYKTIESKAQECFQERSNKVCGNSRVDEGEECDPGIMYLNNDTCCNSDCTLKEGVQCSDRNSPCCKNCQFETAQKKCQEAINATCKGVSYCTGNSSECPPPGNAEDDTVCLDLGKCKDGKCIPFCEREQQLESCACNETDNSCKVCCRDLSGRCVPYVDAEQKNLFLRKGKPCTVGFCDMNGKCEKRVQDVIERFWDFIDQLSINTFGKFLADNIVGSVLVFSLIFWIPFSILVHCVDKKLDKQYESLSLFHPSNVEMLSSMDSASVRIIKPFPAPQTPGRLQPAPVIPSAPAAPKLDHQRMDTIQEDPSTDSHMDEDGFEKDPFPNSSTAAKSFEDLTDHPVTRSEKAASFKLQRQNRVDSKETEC
# DAX1 inh-2 – blocks DAX1 repression of SF-1 activated StAR promoter; HEK293T StAR-luciferase reporter, SF-1/DAX-1 repression relief; AID 652010; inhibition, % at 6.8 µM; 1.1% of 370,000 active;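 active = inhibition above the mean over all tested compounds plus 3 SD, cut at about 3.6% in these data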;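 note: 0% = DAX-1 cells with DMSO and 100% = cells lacking DAX-1 with DMSO; higher inhibition means more luminescence from relief of DAX-1 repression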
# SMARCA2 act – activators of SMARCA2 function; activation, % at 9.1 µM; MG213 cells, MMTV-luciferase reporter, dexamethasone, overnight; 1% of 370,000 active; in the data active = activation above about 7.8%;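 note: 0% = vehicle wells and 100% = reference activator wells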
# PLC-gamma1 inh – inhibitors of human phospholipase C gamma1; 0.84% of 370,000 active; P19174; inhibition, % at 12.2 µM; purified PLC-gamma1, fluorogenic substrate, fluorescence; in the data active = inhibition above about 9.5%
# Starred values were filed as active, the others as inactive; x = no result given.
SMILES,PLCb3 inh,DAX1 inh-1,hcDAF-12 act,hgDAF12 agonist,ssDAF-12 act,NR1D1 modulator,MBD2 inh,ADAM17 inh,DAX1 inh-2,SMARCA2 act,PLC-gamma1 inh
O=C1c2cccc(N3CCNCC3)c2C2CCCCN12 (stereo not drawn),-2,x,-1.9,-0.6,-0.4,-1,3,-7,0.0,0,-2
Clc1ccc(C2N3CCCN23)c(Cl)c1 (stereo not drawn),3,-0.5,-1.3,-4.6,-1.2,8,3,-2,-0.5,1,-1
CCOC(=O)[C@]12Cc3cc4c(cc3[C@H]1N(Cc1ccccc1)C(=O)c1ccccc12)OCO4,3,-0.9,-2.7,-4.2,-1.9,6,1,4,-1.0,0,1
O=c1cccc2n1CC1CC2CN(c2ncnc3c2cnn3-c2ccc(Cl)cc2)C1 (stereo not drawn),-1,-0.4,-1.8,-2.0,-0.3,2,5,-5,-0.4,-1,1
CC1CCCN(c2ccc(C(=O)N3CCC4(CC3)OCCO4)cc2[N+](=O)[O-])C1 (stereo not drawn),-9,-0.7,-2.7,-0.7,-1.4,5,-3,-1,0.7,-2,-2
CC1CCCCC1NC(=O)CNC(=S)N1CC2CC(C1)c1cccc(=O)n1C2 (stereo not drawn),-5,-0.6,-1.4,0.7,-0.3,-5,-3,0,0.5,1,2
Cc1cccc(C(O)(C(=O)NNC(=O)CN2CCN(C)CC2)c2cccc(C)c2)c1,1,0.5,0.6,0.4,-1.5,7,2,-1,1.1,-4,1
CN1CC2([N+](=O)[O-])CC=C(Cl)C([N+](=O)[O-])(C1)C2 (stereo not drawn),-4,0.1,-1.2,-1.9,-1.1,-1,-2,-3,0.7,-4,0
Clc1cccc(C2NCc3ccccc3-n3cccc32)c1 (stereo not drawn),-4,2.3,-0.4,0.3,-0.8,3,-2,-2,0.3,3,2
CN1CCN(c2cccc3c2C(=O)c2ccccc2C3=O)CC1,-50,-0.2,-2.9,-7.6,-2.3,6,7,-7,-0.9,3,-19
CC(C)C[C@H]1N=C(c2ccccc2)c2ccccc2N(CC(=O)NC(C)(C)C)C1=O,5,x,-1.5,-1.6,-1.6,0,3,-2,0.3,-4,1
CN(C)C(CNC(=O)Cc1ccc(Br)cc1)c1ccccc1 (stereo not drawn),-7,-0.4,0.4,-2.6,-1.0,-8,1,-2,0.3,-1,-3
CN1C(=O)/C(=C\N2CCc3ccccc32)C(=O)NC1=S,-14,0.4,2.5,0.6,-0.3,-6,-6,1,-0.7,-2,-13
COC(=O)c1ccc(COc2cc(C)cc3oc(=O)c4c(c23)CCCC4)o1,-5,0.9,-1.3,1.9,-1.2,5,3,-7,-1.7,-2,-5
O=C1CC(c2ccccc2)CC(O)=C1C=NCCN1CCN(C(=O)Cc2ccccc2)CC1 (stereo not drawn),2,0.3,-1.1,-0.4,-1.2,0,1,-1,2.2,-1,4
O=C1NC(=S)NC(=O)C1Cc1ccccc1O,-1,0.2,0.9,1.1,-0.6,2,-4,-6,0.9,-2,2
CC1CCC(NC(=O)CNC(=S)N2CC3CC(C2)c2cccc(=O)n2C3)CC1 (stereo not drawn),-4,0.9,-2.3,0.4,-0.6,1,0,3,0.2,1,-1
COc1ccc(-n2c(-c3ccco3)nc3ccccc3c2=O)cc1,-5,0.2,-4.2,-6.1,-1.3,5,4,-3,-1.0,-3,-1
O=C1NC(=O)N(c2ccc(F)cc2)C(=O)/C1=C/c1ccc2c(c1)CCCN2Cc1ccccc1,-59,-0.3,4.2,1.5,0.0,-1,0,-8,-1.2,-3,-52
CC(=O)Nc1ccccc1C(=O)C(=O)Nc1cccc(C(=O)N2CCC3(CC2)OCCO3)c1,-12,-0.2,-1.0,-2.3,-2.0,-5,6,-3,0.4,-2,2
CC12CC[C@H]3[C@@H](CCC4(O)C[C@H](O)CCC34/C=N/NC(=O)c3ccccc3F)C1(O)CCC2C1=CC(=O)OC1 (stereo partly drawn),8,1.1,3.9,6.5,-0.6,-1,-7,7,-0.3,-5,13*
O=C1NCN(c2ccccc2)C12CCN(C(c1cccc3ccccc13)c1nnnn1-c1ccc3c(c1)OCCO3)CC2 (stereo not drawn),-1,x,-0.6,1.4,-0.8,7,3,-7,1.7,-3,0
O=C(c1cc(=O)[nH]c2ccc(Br)cc12)N1CCC2(CC1)OCCO2,0,-0.4,0.1,1.9,-1.1,-4,4,-3,0.7,1,-1
COC(=O)C1=COC(C)C2CN3CCC4(C(=O)Nc5ccccc54)C3CC12 (stereo not drawn),1,1.3,-0.8,-3.6,-0.5,7,2,0,0.0,2,-2
COc1ccc(C(=O)CC(c2ccc(OC)c(OC)c2)c2c(O)c3ccccc3oc2=O)cc1OC (stereo not drawn),-5,2.9,-1.7,-3.0,-1.1,-3,-1,-6,-0.4,-9,-3
Cc1c(NC(NC(=O)CF)C(Cl)(Cl)Cl)c(=O)n(-c2ccccc2)n1C (stereo not drawn),2,0.4,-0.7,-3.6,-0.3,0,4,-3,-0.5,-4,-2
CC(C)Oc1ccc(Cc2c(O)[nH]c(=O)[nH]c2=O)cc1,0,x,2.4,0.0,-1.2,x,-3,0,-0.9,0,2
COC(=O)[C@@]1(Sc2ccc(C)cc2)CC(=O)N(P(=O)(OC)OC)[C@@H]1c1ccccc1,2,x,0.6,-0.8,-1.0,-8,5,-2,0.2,3,2
OC1/C(=C/c2ccc(F)cc2)N2CCC1CC2 (stereo not drawn),3,-1.8,-0.6,3.2,-0.5,7,-1,0,0.0,0,-1
Nc1ccccc1Cl,-2,0.8,0.1,2.4,-1.1,0,5,-2,-0.2,4,-1
c1cc2c(c(NC3=NCCCS3)c1)CCCC2,-3,0.2,0.2,0.7,-1.1,-1,-3,-3,-1.0,-2,0
C[C@H](NC(=O)N1C[C@H]2C[C@@H](C1)c1cccc(=O)n1C2)C(=O)Nc1ccccc1F,8,3.9,-1.5,-2.7,-0.5,-4,4,1,-0.5,0,1
CN1CCN(c2ccc(F)cc2N)CC1,-5,-0.2,-0.3,4.1,-1.1,-5,-5,0,0.5,-4,3
CC(=O)Nc1ccccc1OP1(=O)COc2ccccc2OC1,4,1.6,5.2,1.2,-0.8,5,1,-1,1.2,2,4
CS(=O)(=O)N1CCCC(C(=O)N2CCC3(CC2)OCCO3)C1 (stereo not drawn),1,0.5,0.1,-1.1,-0.3,1,0,-4,0.4,2,1
CCC(C)C1NC(=O)C(NC(=O)C(CC(C)C)N(C)C(=O)C2CCCN2C(=O)C(C)O)C(C)OC(=O)C(Cc2ccc(OC)cc2)N(C)C(=O)C2CCCN2C(=O)C(CC(C)C)NC(=O)[C@H](C)C(=O)[C@H](C(C)C)OC(=O)CC1O (stereo partly drawn),7,-6.9,-5.9,-17,-2.6,1,2,12*,-7.2,-11,18*

# Just ADAM17 inh, DAX1 inh-2 and hcDAF-12 act, for 2 of the compounds above:
compound,ADAM17 inh,DAX1 inh-2,hcDAF-12 act
OC1/C(=C/c2ccc(F)cc2)N2CCC1CC2 (stereo not drawn),0,0.0,-0.6
Nc1ccccc1Cl,-2,-0.2,0.1

# (list continues)
SMILES,PLCb3 inh,DAX1 inh-1,hcDAF-12 act,hgDAF12 agonist,ssDAF-12 act,NR1D1 modulator,MBD2 inh,ADAM17 inh,DAX1 inh-2,SMARCA2 act,PLC-gamma1 inh
O=C(C1CC(=O)N(C2CCCCCCC2)C1)N1CCC2(CC1)OCCO2 (stereo not drawn),-2,2.4,-0.3,-2.1,-1.4,5,2,-4,0.0,-2,-1
NNC(=O)c1ccc(O)cc1,-3,1.3,-1.6,5.4,-0.4,-12,-2,-1,-1.1,2,2
Cc1nn(Cc2ccccc2Cl)c(C)c1C(=O)OCC(=O)N1CC(C)OC(C)C1 (stereo not drawn),1,0.8,-1.7,-3.4,-1.6,6,0,5,0.2,-3,2
Cc1c(N)c(C)c([N+](=O)[O-])c(C)c1[N+](=O)[O-],-9,0.4,-1.9,0.9,-1.6,4,-1,3,-0.4,1,-1
N#Cc1ccc2nc(-c3ccc(CN4CCC(n5nnc6ccccc65)CC4)cc3)c(-c3ccccc3)nc2c1,-111,x,-3.1,4.2,-1.9,2,5,-13,-3.4,-6,-11
CN(CC(=O)Nc1ccccc1-c1ccccc1)C1CCCCC1,2,0.0,2.3,1.2,-0.2,-3,-7,-3,0.3,-1,0
CC1CC2(C)C(=CC1=O)CCC1C3CCC(C)(O)C3(C)CC3OC312 (stereo not drawn),0,-0.9,-0.8,-0.1,-1.3,-5,-2,-7,-0.3,-4,-3
CCC(=O)N1CC(=O)Nc2ccc(F)cc2C1c1ccc(F)cc1 (stereo not drawn),-4,-0.6,-2.1,-1.0,-1.5,-3,-2,-2,0.5,0,1
O=C1N(c2cccc(Cl)c2)C(c2cccnc2)N2CCCN12 (stereo not drawn),1,-1.0,-0.4,1.6,-1.2,-4,2,2,-0.1,-5,3
Cc1c(C=O)c2ccccc2n1Cc1cccc(F)c1,-7,-0.5,4.0,-3.4,-0.8,0,-5,-2,-0.3,-1,-4
CN(C)C(=O)Oc1ccc(Cl)c2cccnc12,-5,0.1,-1.2,-1.1,-0.7,-5,-8,-7,0.1,0,-4
O=C(O)c1ccc(-n2c(O)c(/C=C3\C=Nc4ccccc43)c(=O)[nH]c2=O)cc1,-6,0.8,4.2,2.1,0.5,0,-3,-2,0.4,1,-4
CCc1c(C)nc(N)nc1N1N=C1SCC(N)=O,3,-0.4,-1.3,-3.6,-0.8,2,-4,1,-0.2,4,4
Cc1ccc(OC(=O)N(C)C[C@@H]2OCc3cnnn3CCCC(=O)N([C@@H](C)CO)C[C@@H]2C)cc1,-3,0.7,0.9,-0.2,-0.6,-4,2,-4,-0.4,-3,2
COc1ccc(C(=O)C2CCCN(Cc3ccon3)C2)cc1OC (stereo not drawn),3,-0.6,0.5,-2.5,-1.3,9,4,-1,0.4,0,2
Cc1ccccc1C(=O)NC(Oc1ccccc1)C(Cl)(Cl)Cl (stereo not drawn),-2,0.9,-0.7,1.8,-0.8,-4,2,-3,-0.3,-3,3
NCCc1c[nH]c2ccccc12,0,3.6,2.0,2.3,-0.4,5,2,0,0.8,0,1
Cc1cc(NCCN)nc2ccccc12,-2,1.0,3.5,1.1,-1.1,4,-3,-9,-0.4,2,-1
Cc1nn(CC(=O)N2CCC3(CC2)OCCO3)c(=O)c2cc3ccccc3n12,-20,0.9,-0.3,-2.3,-1.1,6,-3,-17,-0.4,-3,-6
Cc1cc(Cl)ccc1OCCCC(=O)NCc1cccs1,3,2.4,-2.7,-0.5,-1.5,-3,-4,3,0.3,-2,0
C/C(=N\NC(=O)c1ccncc1)c1c(O)[nH]c(=O)[nH]c1=O,3,x,0.0,0.9,-1.1,-3,5,1,0.4,0,0
CCN(C(=O)COC(=O)C(O)(c1ccccc1)c1ccccc1)c1c(N)n(Cc2ccccc2)c(=O)[nH]c1=O,-22,1.1,0.7,-2.9,-0.4,8,-3,-8,0.7,0,2
COc1cc(NC(=O)CN2C3CCC2CC(O)(c2cccnc2)C3)cc(OC)c1 (stereo not drawn),2,-1.0,-1.5,-1.6,-1.5,4,-1,0,-0.5,-3,5

# Some of the compounds tested, so the mix of outcomes need not match the whole.
